Source: PubChem BioAssay (National Center for Advancing Translational Sciences (NCATS))
Tau fibril FP = inhibitors of human tau fibril formation. hit rate 0.39% among 280,000. Potency, µM (series often up to 57.7 µM), inactives show at the highest dose activity, negative = inhibition, hits mostly inhibitors. P10636. K18 P301L tau heparin fibrillization, Alexa594 FP, 6 h; also: nearly all actives have a fitted effect of over 55% in size
Target sequence (P10636 561-689 P618L limits assumed): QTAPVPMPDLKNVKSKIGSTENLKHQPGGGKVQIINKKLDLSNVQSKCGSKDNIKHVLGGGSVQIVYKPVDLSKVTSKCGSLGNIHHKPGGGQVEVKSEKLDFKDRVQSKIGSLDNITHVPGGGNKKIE
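Human tau K18 […] P301L fragment, 15 uM unlabeled plus 0.24 uM Alexa 594-labeled tau (final), with compound and 20 uM heparin in 100 mM sodium acetate pH 7; 6 hr at 37 C, then Alexa 594 FP read.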
RECQ1 helicase = inhibitors of human RECQ1 DNA helicase. Potency, µM (doses to about 57.3 µM), inactives show top-dose activity, negative = inhibition, actives largely listed as inhibitors. RECQ1 DNA unwinding, red fluorescence kinetic read. hit rate 0.54% among 240,000. AID 2549;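 also: plate controls were vehicle for no effect and no enzyme for full effect; nearly all actives have a fitted effect of over 30% in size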
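50 nM RECQ1T1 preincubated 15 min with compound in Tris pH 8.0 buffer with MgCl2, DTT, Tween-20 and 2.5 ug/ml poly(dI-dC); started with 200 nM TAMRA/BHQ-2 forked duplex and 2 mM ATP. Unwinding read as fluorescence (525/598 nm), two reads 2 h apart.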
TRb-SRC2 inh = TRbeta-SRC2 interaction inhibition. P10828. TRbeta-SRC2 peptide binding, fluorescence polarization; receptor liganded with 1 µM T3. Potency, µM (doses to about 106 µM), without a hit: at the highest dose activity change, negative = inhibition, most hits filed as inhibitors. hit rate 0.065% among 280,000;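 also: plate controls were bound peptide for no effect and peptide without receptor for full effect; nearly all actives have a fitted effect of over 50% in size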
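Human TRb ligand-binding domain (0.6 uM) is mixed with 20 nM Texas Red SRC2 peptide and 1 uM T3; after compound addition and 5 hr at ambient temperature, polarization is measured and normalized to unbound and bound controls.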
Tau ThT inhib = blocks human tau fibril formation measured by thioflavin T; hit rate 2.1% among 270,000; recombinant tau K18 P301L, heparin-induced fibrillization, ThT fluorescence; Potency, µM (highest dose often 57.4 µM), for the others: at the highest dose activity, negative = inhibition, usual class: inhibitors; also: nearly all actives have a fitted effect of over 55% in size
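ThT emission at 510 nm, taken 1 hr after adding 30 uM dye, quantifies aggregates formed when 20 uM heparin acts on human tau K18 P301L for 6 hr at 37 C.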
L3MBTL1 inh = L3MBTL1 (human) inhibition; Q9Y468; AlphaScreen L3MBTL1–H3K9me1 peptide binding; Potency, µM (doses to about 57.1 µM), without a hit: at the top dose activity, negative = inhibition, usual class: inhibitors; hit rate 0.66% among 230,000; AID 485360; also: nearly all actives have a fitted effect of over 60% in size
Target sequence (Q9Y468 whole entry, looked up): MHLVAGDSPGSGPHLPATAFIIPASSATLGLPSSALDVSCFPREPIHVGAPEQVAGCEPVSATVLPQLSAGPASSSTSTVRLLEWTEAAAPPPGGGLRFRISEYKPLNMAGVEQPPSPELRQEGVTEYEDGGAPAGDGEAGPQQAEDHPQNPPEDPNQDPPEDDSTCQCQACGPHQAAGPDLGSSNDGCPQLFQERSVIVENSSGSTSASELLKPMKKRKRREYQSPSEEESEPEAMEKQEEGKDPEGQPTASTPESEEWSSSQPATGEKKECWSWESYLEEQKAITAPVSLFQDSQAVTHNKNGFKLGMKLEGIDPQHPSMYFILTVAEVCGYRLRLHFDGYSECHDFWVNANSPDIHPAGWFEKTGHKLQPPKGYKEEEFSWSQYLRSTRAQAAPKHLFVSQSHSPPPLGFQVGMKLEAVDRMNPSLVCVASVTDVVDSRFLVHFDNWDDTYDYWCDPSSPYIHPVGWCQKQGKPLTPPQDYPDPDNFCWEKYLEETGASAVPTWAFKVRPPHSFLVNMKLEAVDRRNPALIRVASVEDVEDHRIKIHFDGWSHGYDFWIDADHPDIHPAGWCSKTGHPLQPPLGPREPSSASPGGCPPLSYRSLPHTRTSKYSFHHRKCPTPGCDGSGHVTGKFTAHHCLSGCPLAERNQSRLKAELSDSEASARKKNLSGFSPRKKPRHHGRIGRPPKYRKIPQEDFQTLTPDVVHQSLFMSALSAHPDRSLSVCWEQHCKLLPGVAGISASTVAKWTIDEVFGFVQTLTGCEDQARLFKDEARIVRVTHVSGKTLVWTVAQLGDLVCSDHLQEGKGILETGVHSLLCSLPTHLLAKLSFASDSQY
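AlphaScreen assay: L3MBTL1 (50 nM final) was preincubated 30 min at room temperature with biotinylated H3(1-15)K9me1 peptide (75 nM final), then 30 min with library compounds; streptavidin donor and nickel chelate acceptor beads (10 ug/mL final) added, 30 min dark.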
TexasRed fluor = alters Texas Red total fluorescence, flagging assay interference; hit rate 0.29% among 280,000; TRb/SRC2 Texas Red total fluorescence interference; Potency, µM (series often up to 106 µM), without a hit: at the highest dose fluorescence change, negative = quenching; AID 1479; active = well fitted curve in either direction with a large enough effect; inconclusive = small, poorly fitted or top-dose-only effect
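Flags fluorescent or light-absorbing compounds by total fluorescence, S + 2P, at 555 nm excitation and 632 nm emission. Mixture: 20 nM Texas Red SRC2 peptide, 0.6 uM human TRb LBD, 1 uM T3, 5% DMSO; compound exposure 5 h at ambient temperature.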
RGS12 GoLoco inh = RGS12 GoLoco-Gai1 interaction inhibition | AID 880 | Gai1:RGS12 GoLoco peptide FP, rhodamine, 10 min | P63096 | Potency, µM (series often up to 61.6 µM), for the others: top-dose activity, negative = inhibition, usual class: inhibitors | hit rate 0.44% among 230,000; active = well fitted inhibition curve with a large enough effect, not every such curve was filed as active; inactive = no such curve, though single readings can be large or run the other way; also: nearly all actives have a fitted effect of over 30% in size; many of its hits are not listed in these tables
KDM4E inh = blocks human JMJD2E demethylase activity; AID 2147; Potency, µM (series often up to 57.1 µM), for the others: at the highest dose activity change, negative = inhibition, most hits filed as inhibitors; B2RXH2; JMJD2E catalytic domain, FDH-coupled NADH fluorescence (FDH is formaldehyde dehydrogenase); hit rate 1.6% among 230,000; active = well fitted inhibition curve with a large enough effect, not every such curve was filed as active; inconclusive = small, poorly fitted or top-dose-only effect, or another doubt; inactive = no such curve, though single readings can be large or run the other way;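 also: 0% = wells with enzyme and -100% = buffer wells without enzyme; nearly all actives have a fitted effect of over 50% in size; many of its hits are not listed in these tables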
The depositor's hits bear a star; i = inactive; ? = inconclusive; . = no result given; & = joins results of further samples; [ ] = dose if it differs, or a comment. Unless noted, calls follow the shape of the dose curve; as a rule, active = well fitted curve in the direction sought with a large enough effect; inconclusive = small, poorly fitted or top-dose-only effect, or another doubt; inactive = no such curve, though single readings can be large; an effect the other way counts as inactive or inconclusive. Unless noted, % is scaled to controls: 0 for no effect and ±100 for the full control effect; potency is read from the fitted curve at half-maximal effect. This is a subset; the hit share may differ from the screen's.

structure | Tau fibril FP | KDM4E inh | TexasRed fluor | L3MBTL1 inh | TRb-SRC2 inh | RGS12 GoLoco inh | RECQ1 helicase | Tau ThT inhib
C/C(Cn1nnc([N+](=O)[O-])n1)=N\NC(=O)c1cccc(Cl)c1 | 2% | 10% | 2% | 0% | 2% | 10% | -17% | -16%
N#C/C(=C\c1ccc(-c2nc3ccccc3s2)o1)C(N)=O | 7% | -28% | -6% | . | 0% | -4% | 1% | .
CC(=O)c1cccc(NC(=S)NC(=O)c2cccc(C)c2)c1 | 2% | 5% | -1% | -5% | 2% | 4% | i | -19%
O=C1c2oc3ccc(Br)cc3c(=O)c2C(c2cccc(F)c2)N1CCO (stereo unspecified) | -8% | 1% | -1% | 0% | 7% | 7% | -7% | -4%
CCCC(=O)N1CCN(c2ccc(NC(=O)c3cccs3)cc2Cl)CC1 | 12% | -2% | -4% | 10% | 1% | -3% | -10% | ?
Cc1nc2sc(C#N)c(N)c2c2c1CCCC2 | -5% | ? | -2% | 14% | -4% | 5% | -14% | -9%
Cc1nc2c(-c3ccccc3)c(C)nn2c(C)c1CCC(=O)N1CCOCC1 | -12% | -1% | -3% | 6% | 3% | -8% | -17% | -2%
CCOC(=O)C1CCN(C(=O)CSc2n[nH]c(-c3ccccc3Cl)n2)CC1 | 1% | . | -2% | . | 2% | . | . | -10%
O=C1CN(c2nnnn2-c2ccccc2)CCN1 | -6% | 2% | 0% | . | -17% | -3% | i | 4%
Cc1ccc(CNC(=O)CSc2nc3ccsc3c(=O)n2Cc2ccccc2F)cc1 | 2% | . | 1% | . | 3% | . | . | 12%
CCOC(=O)c1sc(N)c(C#N)c1COC(=O)CNC(=O)c1cc(OC)c(OC)c(OC)c1 | 4% | -11% | -1% | . | 9% | 40%[activator] | -8% | -15%
O=C(Nc1cccc(Cl)c1)N1CCC(CO)(CCOc2ccccc2)CC1 | 3% | 4% | 0% | 2% | 4% | -2% | -9% | -8%
Cc1cnc(NC(=O)Cc2cccs2)s1 | 5% | 11% | -5% | . | -6% | 1% | -10% | -9%
Cc1csc(NC(=O)C2CCCO2)n1 (stereo unspecified) | -7% | -3% | -3% | -11% | -10% | 9% | -2% | 9%
Cc1ccc(S(=O)(=O)N/N=C\c2ccc([N+](=O)[O-])o2)cc1 | ? | -23% | -6% | 0% | -1% | 7% | -5% | ?
Cc1ccc(CN(Cc2ccco2)C(=O)COc2ccc(C(C)C)cc2)cc1 | -15% | . | 0.0006µM*[quencher] | . | ? | . | . | ?
COc1ccc(-c2nc3sc(CCNC(=O)C(=O)Nc4ccccc4C#N)c(C)n3n2)cc1 | ? | . | 0% | . | -3% | . | . | ?
COC(=O)C1=CN(Cc2cccs2)C=C(C(=O)OC)C1c1cccc(Cl)c1 | 3% | ? | -1% | 111%[activator] | -1% | -2% | -25% | -14%
CCCc1nc2oc(C(=O)c3ccccc3)c(N)c2c2c1COC(C)(C)C2 | -4% | ? | 1% | . | 5% | -11% | -4% | -9%
CCCC(=O)Nc1ccc(C=C(C(C)=O)C(C)=O)cc1 | 6% | ? | -1% | -2% | -2% | 3% | i | ?
C/C=C/C(=O)Nc1cccc(C2=NOC3(C2)C[C@@H](C(N)=O)N(C(=O)c2cc([N+](=O)[O-])cc([N+](=O)[O-])c2)C3)c1 (stereo partly specified) | 3% | 6% | -1% | . | -6% | 8% | i | -5%
O=C(CSc1nnc(-c2ccccc2)n1-c1ccccc1)c1ccc[nH]1 | 2% | -8% | -2% | ? | 9% | . | 12% | -3%
C=CCn1c(SCc2nc3ccccc3nc2C)nnc1-c1ccoc1C | -2% | 0% | -2% | -24% | 3% | 34%[activator] | -9% | 9%
O=C(COc1ccc(Cl)cc1Cl)NC(=S)Nc1ccccc1C(=O)O | 1% | ? | -3% | 0% | 0% | 10% | 9% | -7%
CC(C)CN(CCCNC(=O)c1cc(-c2ccc(Br)s2)nc2ccccc12)CC(C)C | -10% | . | 3% | . | 1% | . | . | 11%
O=C(/C=C/c1cccc([N+](=O)[O-])c1)N1CCN(S(=O)(=O)c2cccs2)CC1 | 2% | 0% | 0% | -2% | -2% | -1% | i | -4%
O=C(CCc1nnc(C2CCCCC2)o1)N1CCN(C2CCCCC2)CC1 | -19% | 2% | -3% | 4% | 8% | 7% | 22% | ?
COc1ccc(/C=N/NC(=O)c2ccc3ccccc3c2)cc1OS(=O)(=O)c1ccc(NC(C)=O)cc1 | 13µM* | ? | -1% | -7% | -3% | 0% | -2% | 8%
O=C(Oc1ccc2c(=O)c(Cl)coc2c1)c1cccnc1 | 8% | ? | 0% | 6% | -11% | 25% | -8% | ?
Cc1ccc(S(=O)(=O)N(CC(O)CN2CCOCC2)c2cc(Cl)ccc2Cl)cc1 (stereo unspecified) | -1% | 2% | 0% | -1% | -9% | 9% | -1% | 0%
Cc1ccc(-c2ccc(/C=C/C(=O)c3ccccc3)o2)cc1 | -7% | ? | -14% | -12% | 6% | 1% | ? | 13µM*
CCOC(=O)c1nc(Nc2ccc(C(C)=O)cc2)c2ccccc2n1 | -15%&-4% | ? | 1%&-3% | 12% | 8%&1% | 6% | i | -13%&-14%
Cc1ccc(S(=O)(=O)N/N=c2\oc3ccccc3cc2C(=O)Nc2cccc(C)c2)cc1 | -16% | 2% | -1%[53 µM] | -1% | 2%[53 µM] | -4% | 0% | 9%
Fc1ccc(-c2n[nH]c(=S)n2-c2ccc3c(c2)OCCO3)cc1 | 0% | -51% | -2% | 2% | -5% | 12% | 2% | -3%
O=C1C2C3C=CC(C3)C2C(=O)N1Nc1c(Cl)cc(Cl)cc1Cl (stereo unspecified) | -1% | 8% | 0% | 6% | 7% | 7% | i | -3%
CCOP(=O)(c1ccccc1)C(O)c1ccc(F)cc1 (stereo unspecified) | -5% | 8% | 0% | 7% | -4% | 7% | -2% | 4%
COc1cccc(NC(=O)C2CCN(Cc3cnn(-c4ccccc4)c3-n3cccc3)CC2)c1 | -10% | ? | -1% | . | -16% | -20% | i | -12%
C=C(C)c1cccc(C(C)(C)NC(=O)NC(c2ccccc2)c2ccc(OC)cc2)c1 (stereo unspecified) | -16% | 6% | -2% | -10% | -3% | -1% | 0% | -4%
COc1ccc(CNC(=O)c2cc3c(=O)n4ccccc4nc3n(Cc3cccnc3)c2=N)cc1 | -5% | ? | -1% | . | -4% | 11% | 14µM* | -12%
COc1ccc(Cl)cc1N1C(=O)[C@@H]2C(c3cccc(OC)c3OC)=NO[C@@H]2C1=O | 2% | -4% | -3% | 4% | -9% | . | -12% | 5%
Nc1ccccc1C#Cc1ccccc1 | 6%&12% | ? | 0%&-15% | 12% | -4%&-5% | 0%&7% | 5%&-11% | ?
COc1ccc(Oc2nc3c(c(=O)n(Cc4ccccc4Cl)c(=O)n3C)n2C)cc1 | -11% | . | -15% | . | -2% | . | . | -7%
Cc1cc(C(=O)O)ccc1-c1ccc(/C=C2\NC(=O)N(Cc3ccc(F)cc3)C2=O)o1 | 9% | ? | -3% | . | -9% | -7% | -28% | .
O=C(NCc1ccc2c(c1)OCO2)c1ccccc1 | -3% | 7% | 3% | 12% | 4% | -2% | 0% | -5%
COc1ccc2c(c1)CC(NC(=O)Nc1c(C)cc(C)cc1C)CO2 (stereo unspecified) | -7% | . | -1% | . | 1% | . | . | -2%
COc1ccc(NC(=O)c2cnc(N3CCCCC3)c3ccccc23)cc1Cl | -17% | . | 0% | . | 3% | . | . | -7%
Cc1cc(C)nc(SCc2ccc(C(=O)N/N=C/c3ccco3)cc2)n1 | -1% | -1% | -2% | . | -6% | 11% | -5% | ?
CS(=O)(=O)Nc1ccccc1C(=O)N1CCCC1 | -1% | -5% | 3% | . | 6% | 5% | i | -12%
COC(=O)c1ccc(N/C(=N/S(=O)(=O)c2ccccc2)c2ccccc2)cc1 | -5% | 0% | 5% | -3% | -3% | . | -2% | 0%
CCOc1ccc(S(=O)(=O)N(C)c2ccc(OCC(=O)N3CCOCC3)cc2)cc1 | -4% | 3% | -1% | . | -6% | 12% | -14% | -7%

(more compounds)
structure | Tau fibril FP | KDM4E inh | TexasRed fluor | L3MBTL1 inh | TRb-SRC2 inh | RGS12 GoLoco inh | RECQ1 helicase | Tau ThT inhib
O=C(CSc1nnc(-c2n[nH]c3ccccc23)n1-c1ccccc1)Nc1cccc(Cl)c1 | ? | -26% | 0% | -10% | 0% | 11% | 0% | 8%
O=C(CCl)NNc1cccc(Cl)n1 | ? | 5% | 0% | 3% | 1% | -22% | -11% | 14µM*
COC(=O)c1ccc(COC(=O)CNS(=O)(=O)c2ccccc2)cc1 | -7% | 2% | -4% | 11% | -7% | 7% | -2% | -9%
CCOc1ccc(NC(=O)[C@H]2O[C@@H]3OC(C)(C)O[C@@H]3[C@H]3OC(C)(C)O[C@H]32)cc1 | -6% | . | -4% | . | 2% | . | . | 11%
O=C(c1ccc2c(c1)N(Cc1ccccc1F)C(=O)c1ccccc1S2(=O)=O)N1CCCCCC1 | ? | . | -4% | . | -1% | . | . | ?
COc1ccc(S(=O)(=O)N2CCN(c3ncnc4c(-c5ccccc5)nsc34)CC2)cc1 | 1% | 20% | 0% | 0% | -14% | 13% | -3% | -14%
Cc1ccc(C(C)C)c(OCc2n[nH]c(=S)o2)c1 | 2% | 19% | -2% | 4% | -2% | -5% | -7% | 5%
NC(=O)c1ccc(NC(=O)COC(=O)CCSc2ccccc2)cc1 | -13% | -1% | -2% | 6% | 9% | 6% | i | -14%
c1ccc(-n2nnc3ccccc32)nc1 | 1% | 1% | 0% | 8% | -6% | 4% | -8% | -5%
Cc1ccc(C)c(N2CCN(C(=O)C3CCCN(S(=O)(=O)c4c(C)noc4C)C3)CC2)c1 (stereo unspecified) | -4% | -1% | -2% | -6% | 12% | -5% | -2% | ?
CCCc1c(C)c2c(C)[nH]nc2oc1=O | 0% | ? | 0% | -3% | 9% | 4% | -3% | -8%
COc1ccc(-c2cn3cccnc3n2)cc1NC(=O)COc1ccccc1 | -7% | . | -2% | . | -2% | . | . | ?
CN1CCN(Cc2nc3c(c(=O)n(C)c(=O)n3C)n2CCCc2ccccc2)CC1 | -2% | -2% | -1% | -5% | -8% | 10% | -7% | -7%
